IL1B secr inh – qHTS for Inhibitors of Inflammasome Signaling: IL-1-beta AlphaLISA Primary Screen; THP-1 LPS/ATP IL-1B secretion, AlphaLISA, 16 h; hits give low values; activity change, % at 57.5 µM; hit rate 4.7% among 360,000; AID 743279, 2014; in the data active = activity change below about -50%; inconclusive = mostly about -30% to -49%; note: % is set by controls: 0 for no effect and ±100 for the full control effect
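THP-1 cells pretreated 1 hr with compounds (up to 57.5 uM final), then stimulated with LPS (250 ng/mL final) plus ATP (1.25 mM final); secreted IL-1B measured by AlphaLISA after 16 hr, decreased signal indicating inhibition.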
SW480 rerep – A quantitative high throughput screen for small molecules that induce DNA re-replication in SW480 colon adenocarcinoma cells; SW480 DNA re-replication, Hoechst DNA content imaging, 48 h; Potency, µM (titrated, usually from 46.1 µM), for the others: at the top dose re-replication activation, usual class: activators; hit rate 1.8% among 340,000; note: potency is the fitted concentration of half-maximal effect; % of control where 0% means no effect; nearly all actives have a fitted effect of over 55% in size
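Readout is total intensity of Hoechst-stained nuclei, excited at 405 nm and collected at 500-530 nm. Compound treatment lasted 48 hr at 37 C in 5% CO2 before staining.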
DRD3 agonist – qHTS of D3 Dopamine Receptor Agonist: qHTS; AID 652048, 2013; max activation, %; D3R DiscoveRx beta-arrestin cells, luminescence, 90 min; D(3) dopamine receptor (Homo sapiens), P35462; hit rate 0.58% among 410,000; in the data active = max activation above about 30%; note: 0% is about no effect; mostly tested at two doses, the higher about 12 µM
Target sequence (P35462 whole entry, looked up): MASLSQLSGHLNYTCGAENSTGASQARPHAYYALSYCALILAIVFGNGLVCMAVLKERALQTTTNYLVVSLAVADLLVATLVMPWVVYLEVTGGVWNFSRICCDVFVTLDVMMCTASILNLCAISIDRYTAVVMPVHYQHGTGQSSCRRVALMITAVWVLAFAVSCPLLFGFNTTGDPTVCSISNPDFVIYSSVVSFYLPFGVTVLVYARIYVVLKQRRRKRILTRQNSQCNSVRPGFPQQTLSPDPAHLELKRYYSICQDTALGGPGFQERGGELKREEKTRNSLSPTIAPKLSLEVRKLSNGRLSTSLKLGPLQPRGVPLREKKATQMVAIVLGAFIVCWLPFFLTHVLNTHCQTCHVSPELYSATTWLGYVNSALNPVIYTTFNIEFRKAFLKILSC
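Cells at 1500/well, incubated overnight, then treated with pinned compounds (dopamine as control) for 90 min at 37 degrees C. DiscoveRx reagent added for 30 - 60 minutes at room temperature; luminescence read.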
MCF10A rereplic – A quantitative high throughput screen for small molecules that induce DNA re-replication in MCF 10a normal breast cells. MCF 10A DNA re-replication, Hoechst nuclear intensity, 48 h. Potency, µM (doses to about 46.1 µM), for inactives: at the top dose activity, positive = re-replication, hits mostly activators. hit rate 2.9% among 350,000. AID 624296, 2012; note: potency is the fitted concentration of half-maximal effect; % of control where 0% means no effect; nearly all actives have a fitted effect of over 50% in size
GLP1R cytotox – qHTS of GLP-1 Receptor Inverse Agonists: Cytotox Screen; Potency, µM (doses to about 38.3 µM), for the others: top-dose activity change, negative = inhibition, usual class: inhibitors; hit rate 0.13% among 410,000; HEK293 cAMP-luciferase reporter cells, luminescence, 24 h; AID 624418, 2012;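 note: loss of luciferase light is scored as toxicity; potency is the fitted concentration of half-maximal effect; % is set by controls: 0 for no effect and ±100 for the full control effect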
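Quantitative HTS format, 1536 wells, 200 cells/uL seeded. Compounds: 23 nL, 24 h, 37 °C. Detection: luciferase reagent, luminescence at 12 min RT; decreased signal taken as cytotoxic.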
KB-3-1 tox – qHTS assay for MDR1-selective chemotherapeutics: Primary screen using the parental adenocarcinoma cell KB-3-1. AID 1347075, 2019. Potency, µM (doses to about 46.1 µM), for inactives: at the top dose activity change, negative = cytotoxic, most hits filed as cytotoxic. hit rate 1.4% among 400,000. KB-3-1 viability, CellTiter-Glo ATP luminescence, 72 h; note: potency is the fitted concentration of half-maximal effect; % is set by controls: 0 for no effect and ±100 for the full control effect; nearly all actives have a fitted effect of over 60% in size
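Cytotoxicity in the drug-sensitive parental line KB-3-1 was scored as loss of CellTiter-Glo luminescence following 72 h incubation with compound. Values come from curve fitting of normalized concentration-response data.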
KB-V1 MDR tox – qHTS assay for MDR1-selective chemotherapeutics: Primary screen using the drug-selected MDR subline cells KB-V1; KB-V1 MDR cells viability, CellTiter-Glo, 72 h; Potency, µM (titrated, usually from 46.1 µM), for the others: at the highest dose activity change, negative = cytotoxicity, most hits filed as cytotoxic; hit rate 3.4% among 400,000; AID 1347076, 2019; note: potency is the fitted concentration of half-maximal effect; % is set by controls: 0 for no effect and ±100 for the full control effect; nearly all actives have a fitted effect of over 60% in size
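KB-V1, DMEM (no phenol red) + 10% FBS; cpd pin-transferred, titration series; 72 h, 37 degrees C; CellTiter-Glo, luminescence. Data normalized, curve-fit.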
HT1080NT lethal – qHTS for induction of synthetic lethality in tumor cells producing 2HG: qHTS for the HT-1080-NT fibrosarcoma cell line; Potency, µM (doses to about 46.1 µM), for inactives: top-dose activity, negative = less viability, usual class: cytotoxic; AID 686970, 2013; HT-1080-NT fibrosarcoma viability, CellTiter-Glo ATP luminescence, 48 h; hit rate 1.6% among 360,000;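 note: NT is the 2HG producing partner of a matched IDH1 knockdown line; potency is the fitted concentration of half-maximal effect; 0% = DMSO-treated cells and -100% = media-only wells without cells; nearly all actives have a fitted effect of over 55% in size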
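A 48-hour cytotoxicity screen used HT-1080-NT cells plated 2 hours before compound delivery. ATP-based CellTiter-Glo luminescence measured viability, normalized to DMSO and no-cell controls.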
HT1080 IDH1KD tx – qHTS for induction of synthetic lethality in tumor cells producing 2HG: qHTS for the HT-1080-IDH1KD cell line; HT-1080 IDH1 knockdown viability, ATP luminescence, 48 h; AID 686971, 2013; hit rate 2% among 360,000; Potency, µM (titrated, usually from 46.1 µM), for the others: at the highest dose activity, negative = toxicity, hits mostly cytotoxic;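 note: potency is the fitted concentration of half-maximal effect; 0% = DMSO wells and -100% = cell-free medium wells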
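% activity derives from luminescence (CellTiter-Glo), normalised to DMSO and no-cell wells. HT-1080-IDH1KD cells, 750/well, had 48 h compound exposure at 37 °C.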
An asterisk follows results filed as active; ? = inconclusive; nt = no result given; [ ] = another dose, or the depositor's remark. Unless noted, calls come from the whole dose curve; as a rule, active = well fitted curve in the direction sought with a large enough effect; inconclusive = small, poorly fitted or top-dose-only effect, or another doubt; inactive = no such curve, though single readings can be large; an effect the other way counts as inactive or inconclusive.

A first look (two entries):
Structure	IL1B secr inh	SW480 rerep	DRD3 agonist	MCF10A rereplic	GLP1R cytotox	KB-3-1 tox	KB-V1 MDR tox	HT1080NT lethal	HT1080 IDH1KD tx
Cc1ccc(Cc2c(-c3ccc(C)cc3)nc3ccc(Cl)cn23)cc1	29	nt	4	nt	-4%	0%	11%	-2%	9%
CCc1noc(C)c1C(=O)NNC(=O)c1cc(OC)c(OC)c(OC)c1	0	18µM*	9	-15%	-8%	12%	10%	7%	-2%

All compounds of this part, previewed entries included:
Structure	IL1B secr inh	SW480 rerep	DRD3 agonist	MCF10A rereplic	GLP1R cytotox	KB-3-1 tox	KB-V1 MDR tox	HT1080NT lethal	HT1080 IDH1KD tx
Cc1ccc(Cc2c(-c3ccc(C)cc3)nc3ccc(Cl)cn23)cc1	29	nt	4	nt	-4%	0%	11%	-2%	9%
CCc1noc(C)c1C(=O)NNC(=O)c1cc(OC)c(OC)c(OC)c1	0	18µM*	9	-15%	-8%	12%	10%	7%	-2%
COc1cc([N+](=O)[O-])ccc1-c1ccc(C(=O)Nc2ccc(NC(C)=O)cc2)o1	9	-5%	-1	-3%	-25%	24%	12%	0%	4%
COC(=O)N1CCc2c(sc(NC(=O)C3COc4ccccc4O3)c2C(N)=O)C1 (stereo not drawn)	-28	-3%	2	?	-11%	-10%	?	1%	2%
Cc1ccc(S(=O)(=O)c2ccsc2NC(=O)c2ccccc2)cc1	11	1%	1	9%	?	?	-27%	6%	27%
OC1CC(c2ccco2)NC2(CCCCC2)C1 (stereo not drawn)	18	-1%	-1	7%	-14%	-3%	10%	15%	10%
OCC1(Cc2ccccc2)CCN(C2CCN(c3ccc(F)c(F)c3)CC2)CC1	-118*	-38%[inhibitor]	-18	?	0%	-2%	?	-26%	-24%
Cc1cc(C)c(NC(=O)CNC(=O)CNC(=O)C2CCCCC2)c(C)c1	2	5%	-4	8%	5%	-3%	-2%	3%	-3%
CC(C)NC(=O)C1CCCN(S(C)(=O)=O)C1 (stereo not drawn)	20	-9%	4	4%	1%	-4%	-3%	8%	-4%
CCN(CC)C(=O)C1=C(C)N(Cc2ccccc2)C(=O)C(CC(=O)NC2CC2)C1 (stereo not drawn)	-25	nt	-2	nt	-4%	9%	-2%	4%	18%
COc1cc(C(=O)NCCc2ccc(S(N)(=O)=O)cc2)ccc1OCc1c(C)noc1C	-20	-10%	1	1%	5%	1%	-2%	-2%	-1%
COC(=O)[C@]12CCCCC=C1N(CCC1=CCCCC1)C(=O)[C@H](CC(=O)N1CCN(C(=O)C3CC3)CC1)C2	-4	nt	3	nt	-2%	17%	8%	6%	-5%
O=C(CCCCn1cnc2c(=S)nc[nH]c21)Nc1ccc(C(=O)O)cc1	13	-3%	-11	-2%	-5%	15%	-5%	8%	5%
CSC1=NC2(CC(c3ccccc3)Oc3cc(O)ccc32)CC(C)(C)N1 (stereo not drawn)	1	-3%	-2	10%	-37%	-2%	8%	-15%	-18%
O=S1(=O)C=C(Oc2ccc3ccccc3c2)c2ccccc21	?	2%	6	?	-12%	1%	-5%	6%	6%
CCOC(=O)c1cnc2ccc(OCC)cc2c1NCCN1CCOCC1	-25	0%	11	-1%	9%	-4%	-24%	9%	9%
COCCNC(=O)/C(C#N)=C/c1ccc(OCc2ccc(F)cc2)cc1	-28	-4%	1	12%	-22%	-3%	6%	8%	-7%
CC(=O)c1cn(CC(=O)Nc2ccccc2C(F)(F)F)c2ccccc12	19	-2%	-3	15%	6%	-18%	-19%	-4%	-9%
CCOC(=O)C1CCN(C(=O)CSc2nnc(-c3ccco3)n2-c2ccccc2)CC1	-7	-2%	-1	10%	-9%	12%	-5%	2%	5%[9.24 µM]
O=S(=O)(Nc1cccc(S(=O)(=O)N2CCOCC2)c1)c1ccc(Cl)s1	45	-9%	3	7%	9%	3%	5%	-1%	1%
Cc1cc(C)c(S(=O)(=O)NCc2csc(C)n2)c(C)c1	10	-5%	1	7%	5%	4%	19%	3%	2%
CCOC(=O)C1=C(CSc2nc3c(cc2C#N)CN(C)CC3)OC(N)=C(C#N)C1c1ccc(F)cc1 (stereo not drawn)	-2	8%	-2	?	38%[activator]	7%	-13%	0%	-7%
CCOC(=O)c1c(-c2ccccc2)nc2ccc(C)cn12	11	-7%	-3	16%	3%	-14%	21µM*	8%	5%
CC(Sc1nnc2n1CCCCC2)C(=O)Nc1ccc(S(N)(=O)=O)cc1 (stereo not drawn)	-11	-1%	0	8%	-3%	-7%	5%	4%	14%
COc1ccc2c(C)nc(Nc3nc(C)c(C)c(=O)[nH]3)nc2c1	-100*	19%	0	17%	?	3.7µM*	7.3µM*	?	?
COc1ccc(/C=N/NC(C)(C)C)c(OC)c1	-12	0%	-9	7%	11%	-8%	0%	23%	22%
COc1ccc(Br)cc1CNC(=O)CCNC(=O)Cn1ccc2ccccc2c1=O	1	-1%	-3	-1%	17%	-6%	-20%	-1%	8%
COc1cc(CNC(=O)c2ccc(Cn3nc(C)c(Cl)c3C)o2)cc(OC)c1	-12	-2%	10	-3%	-2%	-16%	-6%	?	?
Cc1oc(CC(C)C)cc1C(N)=O	-15	0%	-4	-56%[inhibitor]	18%	-7%	2%	17%	14%
Cc1ccc(S(=O)(=O)N2CCCc3ccccc32)cc1	32	nt	3	nt	-14%	?	?	-16%	?
O=C(O)CSCc1nc2ccccc2s1	23	1%	0	-3%	4%	7%	6%	-3%	-1%
COc1ccc(C(=O)c2c3ccc(C(F)(F)F)cc3[n+]([O-])n2CCCC(N)=O)cc1	-2	2%	4	5%	?	12%	2%	-2%	-2%
CCCOc1ccc(/C(O)=C2\C(=O)C(=O)N(CCCOC)C23C(=O)N(C)c2ccccc23)cc1 (stereo not drawn)	4	1%	1	3%	-3%	4%	1%	1%	1%
COc1ccc(N2Cc3cccc(C(=O)Nc4cc(C)cc(C)c4)c3C2=O)cc1	nt	nt	2	nt	0%	1%	12%	nt	nt
O=C(CNC(=O)c1ccncc1)N/N=C/c1cc(Br)ccc1O	53	-6%	1	0%	-11%	-1%	-15%	0%	3%
O=C(/C=C/[C@H]1O[C@@H](n2ccc(=O)[nH]c2=O)[C@H](O)[C@@H]1O)NCCN1CCCCC1	-11	nt	1	nt	2%	0%	-1%	16%	25%
CC(C)NC(=O)C1(C)CSCC(=O)N1C1CC1 (stereo not drawn)	0	nt	10	nt	-1%	8%	4%	11%	8%
Cc1ccccc1Oc1nc2ccccn2c(=O)c1/C=C(\C#N)C(=O)Nc1c(C)n(C)n(-c2ccccc2)c1=O	0	-9%	0	14%	-20%	10%	0%	-12%	-18%
COc1ccc(OC)c(S(=O)(=O)Nc2cccc3c(O)cccc23)c1	5	1%	-1	2%	0%	0%	-2%	-2%	-13%
O=C(Nc1nc(-c2ccc3c(c2)OCO3)cs1)C1COc2ccccc2O1 (stereo not drawn)	-21	-3%	2	-1%	1%	-19%	-22%	0%	-15%
Cc1cc(C)c(Cn2c3ccccc3c3cnn(CC(=O)NC4CCCCCC4)c(=O)c32)c(C)c1	nt	nt	-12	nt	9%	6%	?	nt	nt
COc1ccc(-n2nc(C(=O)NCC(=O)NC3CCCCCC3)c3ccccc3c2=O)c(OC)c1	12	-1%	-2	?	4%	14%	1%	-27%	-11%
COc1ccc(C(=O)N2CCC(C(=O)NCc3ccccn3)CC2)cc1	0	-3%	4	0%	-8%	14%	13%	12%	12%
C#CCNc1cc(-c2ccccc2)nc2ncnn12	21	-15%	5	-6%	-1%	?	?	-1%	6%
COc1ccc(C(=O)O/N=C2\CCCc3nonc32)cc1	0	-18%	4	13%	6%	2%	-1%	6%	0%
Cc1nn(C)c(C(=O)Nc2ccc(Cl)c([N+](=O)[O-])c2)c1Cl	41	-35%[inhibitor]	4	-57%[inhibitor]	-13%	?	-9%	-5%	-14%
Cc1sc(N)nc1C12CC3CC(CC(C3)C1)C2	-52*	5%	1	?	8%[7.66 µM]	-14%	2%	0%	-20%
CCOc1ccccc1N1CC(c2nc3ccccc3n2CCOc2ccc(C(C)(C)C)cc2)CC1=O (stereo not drawn)	nt	nt	5	nt	4%	?	10%	nt	nt
Cc1ccc(S(=O)(=O)N2CCCCC2CCNC(=O)C(=O)NCCc2ccco2)cc1 (stereo not drawn)	7	6.5µM*	4	3.7µM*	?	5.2µM*	6.5µM*	10µM*	18µM*
COc1ccc2c(c1)C1(Nc3ccccc3C(=O)N1c1ccccc1)C(=O)N2 (stereo not drawn)	-11	-5%	-2	?	1%	-1%	4%	0%	0%
CCN1CCCC1CNC(=O)c1cc(N)ccc1OC (stereo not drawn)	-25	-12%	-16	6%	-5%	20%	0%	2%	8%
O=C(Cn1ncc2c3ccccc3n(Cc3cccc(Cl)c3)c2c1=O)NC1CCCCCC1	nt	nt	0	nt	-6%	5%	-5%	nt	nt
Cc1cc(C)c2oc(C(=O)Nc3nnc(C(C)C)s3)cc(=O)c2c1	-10	-124%[inhibitor]	-1	0%	2%	1%	-9%	2%	14%
COc1ccc(S(=O)(=O)N2CCN(CC(=O)Nc3ccccc3OC)CC2)cc1	18	-3%	1	2%	-5%	-31%	-1%	3%	2%

Compound activity: PubChem BioAssay, National Center for Advancing Translational Sciences (NCATS)
